From PubChem
Rad51 HR inh: human RAD51 strand exchange inhibitors, primary screen, biochemical, fluorescence; DNA repair protein RAD51 homolog 1 (Homo sapiens), Q06609; hRad51 DNA strand exchange, fluorescence dequenching; inhibition, % at 10 µM; actives 0.085% (n = 200,000); AID 1385, 2008;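 active means inhibition above 40% at the single screening dose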;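 further: 0% = DMSO control wells and 100% = blanks with heterologous ssDNA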
Target sequence (Q06609 whole entry, looked up): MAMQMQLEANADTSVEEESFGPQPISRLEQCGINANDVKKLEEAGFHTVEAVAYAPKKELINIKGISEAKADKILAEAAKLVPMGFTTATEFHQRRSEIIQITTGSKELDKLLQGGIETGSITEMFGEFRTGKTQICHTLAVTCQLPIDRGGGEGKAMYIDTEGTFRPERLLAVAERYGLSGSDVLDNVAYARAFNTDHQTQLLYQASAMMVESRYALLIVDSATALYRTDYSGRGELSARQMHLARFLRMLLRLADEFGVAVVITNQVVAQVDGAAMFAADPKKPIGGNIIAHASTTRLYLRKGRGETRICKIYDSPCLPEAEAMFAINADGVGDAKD
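Test system – preformed human Rad51 ssDNA filaments · Reagent – Donor/quencher-labelled 47-bp dsDNA substrate · Incubation – 37 °C 15-min filament assembly, 30-min compound preincubation, 15-min exchange · Signal – FRET fluorescence dequenching, excitation 485 nm, emission 520 nm · Read-out – percent inhibition from fluorescence, normalised to plate control and blank means · Benchmarks – plate control and blank wells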
FXIIa inh 1536: human FXIIa protease inhibitors, primary screen, biochemical, 1536-well; purified FXIIa, Boc-QGR-AMC fluorogenic substrate, 2 h; inhibition, % at 5 µM; actives 0.3% (n = 220,000); AID 800, 2007; in the data active means inhibition above about 40%;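 further: 0% = enzyme with no compound and 100% = blank without enzyme; many of its hits are not listed in these tables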
MDM2 E3 inh: MDM2-luciferase reporter signal enhancers, primary screen, MDM2 E3 ligase inhibitor project, cell-based, luminescence, 1536-well. cell-based MDM2 ubiquitination luciferase reporter, 2 h; 0 = plate control, 100 = twice control, blank-subtracted. signal enhancement, % at 5 µM. actives 0.11% (n = 210,000);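 active means signal enhancement of 30% or more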;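 further: luminescence tracks abundance of the self-degrading MDM2-luciferase fusion protein; higher signal means inhibition of MDM2 E3 ligase activity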
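Assay system: mammalian cells stably expressing self-ubiquitinating, self-degrading MDM2 E3–luciferase fusion. Quantity: 2000 cells in each well. Medium: DMEM culture medium. Compound dosing: single-point 5 µM. Timing: cell settling 4 h, compound treatment 2 h, both 37 °C. Technique: luciferase luminescence. Read-out basis: percent signal gain over controls, blank-subtracted. Benchmarks: plate controls and plate blanks.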
hK5 inh: human KLK5 protease inhibitors, primary screen, biochemical, 1536-well. Kallikrein-5 (Homo sapiens), Q9Y337. AID 873, 2007. recombinant hK5, fluorogenic AMC substrate cleavage. actives 0.59% (n = 210,000). inhibition, % at 5 µM;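 active means inhibition of 40% or more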;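 further: 0% = enzyme controls without compound and 100% = no-enzyme blanks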
14-3-3 Bad PPI: inhibitors of 14-3-3 zeta/Bad binding, primary screen, biochemical, TR-FRET, bovine 14-3-3 zeta | TR-FRET 14-3-3zeta/Dy647-pBad peptide displacement, 1 h | actives 0.71% (n = 220,000) | inhibition, % at 21.7 µM | 14-3-3 protein zeta/delta (Bos taurus), P63103 | AID 781, 2007;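 active means inhibition above about 70%, limit read from the data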;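 further: 0% = full 14-3-3 plus peptide FRET controls and 100% = background without 14-3-3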
Wee1 stabilizer: Wee1 degradation inhibitors, primary screen, cell-based, HeLa, Wee1K328M-luciferase, luminescence; actives 1.2% (n = 220,000); Wee1-like protein kinase (Homo sapiens), P30291; reporter increase, % at 5 µM; HeLa Luc-Wee1K328M stability; 100% = proteasome inhibitor MG132 effect; AID 1321, 2008;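 active means activation above the mean of all tested compounds plus 3 SD, set per screening run, cut at about 8.8% in these data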;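 further: cells exposed to compound for 20 h before luminescence read; 0% = DMSO alone and 100% = MG132 at 30 µM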
Target sequence (P30291 whole entry K328M): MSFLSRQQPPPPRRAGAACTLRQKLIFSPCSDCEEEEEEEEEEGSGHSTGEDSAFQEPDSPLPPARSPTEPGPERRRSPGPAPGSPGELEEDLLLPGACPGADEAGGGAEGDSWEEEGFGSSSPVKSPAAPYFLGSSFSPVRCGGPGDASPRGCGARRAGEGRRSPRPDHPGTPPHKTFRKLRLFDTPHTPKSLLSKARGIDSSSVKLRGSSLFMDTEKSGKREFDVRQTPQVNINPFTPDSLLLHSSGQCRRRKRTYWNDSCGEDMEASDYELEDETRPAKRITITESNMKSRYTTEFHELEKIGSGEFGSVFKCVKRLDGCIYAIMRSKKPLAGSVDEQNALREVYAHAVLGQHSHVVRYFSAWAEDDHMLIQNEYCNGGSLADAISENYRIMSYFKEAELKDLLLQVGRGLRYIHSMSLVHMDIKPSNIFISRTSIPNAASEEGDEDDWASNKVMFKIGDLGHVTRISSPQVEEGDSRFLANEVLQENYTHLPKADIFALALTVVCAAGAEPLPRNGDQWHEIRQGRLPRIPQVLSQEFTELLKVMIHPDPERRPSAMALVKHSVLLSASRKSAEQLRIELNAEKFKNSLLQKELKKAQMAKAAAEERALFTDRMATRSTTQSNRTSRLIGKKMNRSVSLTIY
FXIa inh: human FXIa protease inhibitors, primary screen, biochemical, 1536-well | purified FXIa, Boc-Glu-Ala-Arg-AMC fluorogenic substrate | inhibition, % at 5 µM | actives 0.14% (n = 220,000) | AID 798, 2007;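 active means inhibition of at least 40%; inactive means inhibition below 40%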;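 further: fluorescence of freed AMC excited at 355 nm; 0% = enzyme without compound and 100% = no enzyme blank; many of its hits are not listed in these tables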
p97 ATPase inh: inhibitors of human p97 ATPase, primary screen, biochemical; Transitional endoplasmic reticulum ATPase (Homo sapiens), P55072; recombinant p97 ATPase, Kinase-Glo ATP luminescence, 3 h; inhibition, % at 8 µM; actives 0.42% (n = 220,000); in the data active means inhibition above about 15%;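 further: 0% = DMSO vehicle and 100% = wells lacking enzyme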
eIF4E 4G PPI: eIF4E–eIF4G protein interaction inhibitors, primary screen, biochemical, uHTS, TR-FRET, eIF4GI fragment. AID 782, 2007. inhibition, % at 21.7 µM. TR-FRET eIF4E-eIF4GI(517-606) binding, 2 h. Eukaryotic translation initiation factor 4E (Mus musculus) + Eukaryotic translation …. actives 0.37% (n = 220,000);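 active means inhibition above about 30%, limit read from the data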;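 further: 0% = full FRET control wells and 100% = background wells lacking eIF4GI fragment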
* hit, by the source's call; x = no result given; [ ] = another dose, or the depositor's remark.

no.	canonical_smiles	Rad51 HR inh	FXIIa inh 1536	MDM2 E3 inh	hK5 inh	14-3-3 Bad PPI	Wee1 stabilizer	FXIa inh	p97 ATPase inh	eIF4E 4G PPI
1	Cc1cc(NC(=O)CCC(=O)N(c2ccccc2)C(C(=O)NC2CCCC2)c2ccncc2)no1 (stereo not drawn)	9	11	-12	-13	0[fluorescence artefact?]	-1	2	4	-10[fluorescence artefact?]
2	CCOC(=O)C(C)Oc1ccc2c(-c3cccc([N+](=O)[O-])c3)cc(=O)oc2c1 (stereo not drawn)	-5	0	-11	-3	-10[fluorescence artefact?]	0	12	1	1
3	Cn1c(SCC(=O)OC2CCCCC2)nnc1-c1ccc2c(c1)OCO2	0	9	-7	-2	3	-1	-3	-2	-1
4	CCOC(=O)c1c(N2C(=O)Nc3cc(Cl)c(Cl)cc3N2O)sc2c1CCCCC2	2	9	-4	1	9	-1	7	-2	9[fluorescence artefact?]
5	Cc1cc(C)n(-c2ccc(C(=O)Nc3ccc(S(=O)(=O)N(C)C)cc3)cc2)n1	x	9	-12	-8	4	0	1	5	5
6	COc1ccccc1CCc1nnc(CCC(=O)NCC[C@@H]2C[C@@H]3C=C[C@H]2C3)o1	11	7	-7	0	-7	0	-1	-2	1
7	CCOC(=O)c1cc(-c2ccccc2)sc1NC(=O)CSc1nncs1	-4	9	-7	-1	-7[fluorescence artefact?]	3	16	-5	0
8	N#Cc1cc2c(nc1SC1CC(=O)N(c3ccccc3)C1=O)CCC2 (stereo not drawn)	3	14	-22	-9	13[fluorescence artefact?]	1	8	7	-1[fluorescence artefact?]
9	CCC(=O)C1=C(O)C(c2cccc(Oc3ccccc3)c2)CCC1=O (stereo not drawn)	-11	14	-7	16	12	-5	8	-4	0
10	COCCNC(=S)NNC(=O)CSCc1ccc(Cl)cc1Cl	-52	-1	-7	-18	-24	5	-6	-1	-1
11	CCOc1ccc(/C=N/NC(=O)c2cc(-c3cccn3C)n[nH]2)cc1	x	11	-12	15	-3	-4	3	2	2
12	CCC(C)N(C(=O)COC(=O)CCc1c[nH]c2ccccc12)C1CCS(=O)(=O)C1 (stereo not drawn)	x	-8	-21	-4	-6	-1	0	-1	-7
13	CCc1nnc(NC(=O)CSc2ccc(-c3cccs3)nn2)s1	-38	4	-17	2	-7	-2	-2	7	1
14	CCOC(=O)c1cnc2c(C#N)cnn2c1N	0	3	9	-3	-7	4	-6	2	-4
15	COc1ccc(S(=O)(=O)NCC2CCC(C(=O)NCCC(C)C)CC2)cc1 (stereo not drawn)	x	0	-3	-16	-6	-4	0	2	1
16	O=C(NCC(c1cccs1)N1CCOCC1)c1cc([N+](=O)[O-])ccc1Cl (stereo not drawn)	-6	11	-8	-10	-7[fluorescence artefact?]	-2	5	0	-2[fluorescence artefact?]
17	CCOc1ccc(C(=O)N(Cc2ccc(OC)cc2)Cc2cc3cc(OC)ccc3[nH]c2=O)cc1	-6	20	-18	-7	-4	1	7	0	0
18	CCOc1cc(C2Nc3ccccc3C(=O)N2c2ccccc2)ccc1O (stereo not drawn)	10	4	-18	-20	-7	2	-5	-1	4[fluorescence artefact?]
19	CCOC(=O)CSc1nc(C2CC2)cc(-c2ccc(F)cc2)c1C#N	1	-4	-6	1	5	0	2	-1	1
20	Cc1ccc(C)c(NC(=O)CCN2CCc3ccccc3C2)c1	4	2	-13	-7	4	-4	1	7	3
21	COc1ccccc1Oc1ccc(S(=O)(=O)NCc2ccccn2)cc1	-4	-10	-6	-21	6[fluorescence artefact?]	-1	-9	-2	-5
22	Cc1ccc(SCCC(=O)NC(C)(C)C)cc1	5	12	x	-14	-10	6	-2	-4	3[fluorescence artefact?]
23	COc1ccc(Nc2nnc(SCc3cc([N+](=O)[O-])cc4c3OCOC4)s2)cc1	2	10	-21	13	7[fluorescence artefact?]	0	-2	1	-1
24	Cc1cc(C)cc(NC(=O)N2CCC(c3nc4ccccc4o3)CC2)c1	0	-20	-5	-18	-7	-1	-13	-3	1

Entries of single compounds from above.
CCOC(=O)CSc1nc(C2CC2)cc(-c2ccc(F)cc2)c1C#N in the list: Rad51 HR inh = 1; FXIIa inh 1536 = -4; MDM2 E3 inh = -6; hK5 inh = 1; 14-3-3 Bad PPI = 5; Wee1 stabilizer = 0; FXIa inh = 2; p97 ATPase inh = -1; eIF4E 4G PPI = 1
O=C(NCC(c1cccs1)N1CCOCC1)c1cc([N+](=O)[O-])ccc1Cl (stereo not drawn) in the list: Rad51 HR inh = -6; FXIIa inh 1536 = 11; MDM2 E3 inh = -8; hK5 inh = -10; 14-3-3 Bad PPI = -7[fluorescence artefact?]; Wee1 stabilizer = -2; FXIa inh = 5; p97 ATPase inh = 0; eIF4E 4G PPI = -2[fluorescence artefact?]

New compounds follow:
no.	canonical_smiles	Rad51 HR inh	FXIIa inh 1536	MDM2 E3 inh	hK5 inh	14-3-3 Bad PPI	Wee1 stabilizer	FXIa inh	p97 ATPase inh	eIF4E 4G PPI
25	COc1cc(C(=O)Nc2ccc(C(N)=O)cc2)c([N+](=O)[O-])cc1OC	x	4	-6	-3	0	1	-3	0	5
26	O=C1N2CCCc3cccc(c32)C12Nc1ccccc1S2 (stereo not drawn)	-10	5	-10	-10	-14	1	-4	6	1
27	COc1ccc(OC)c(NC(=O)CSc2nc(C)cs2)c1	7	7	21	4	5	2	1	0	1[fluorescence artefact?]
28	CCSc1nc(C)c(C)c(=O)[nH]1	6	7	-15	2	4	3	-3	5	0
29	COCc1cc(=O)[nH]c(SCCS(=O)(=O)c2ccc(C)cc2)n1	-28	4	-16	-2	-1	1	-4	11	5
30	COc1cccc(CNC(=O)C(=O)NCC2CCCO2)c1 (stereo not drawn)	2	17	-7	-5	-7	1	11	5	-4
31	NS(=O)(=O)c1ccc(CCNC(=O)/C=C/c2cccc([N+](=O)[O-])c2)cc1	x	2	-7	-2	-6	0	-4	0	-3
32	CN1CCC(N(C)C(=O)CCc2nc3ccccc3c(=O)[nH]2)CC1	-7	4	-12	-9	5[fluorescence artefact?]	3	1	3	-4[fluorescence artefact?]
33	CCOC(=O)c1sc(=S)n(C)c1NC(=O)c1cccc(Br)c1	10	7	-9	2	-1	-1	0	0	6
34	COc1ccc(Nc2nc(-c3sc(N)nc3C)cs2)cc1	-16	5	-9	-28	4[fluorescence artefact?]	-1	-2	7	3[fluorescence artefact?]
35	CCCn1nnc(NC(=S)NC(=O)C(C)(C)C)n1	21	7	2	-13	-11	-1	5	3	21
36	CCCCn1c(SCC(=O)OCC)nnc1-c1ccoc1C	-2	-3	-4	-5	1	-4	-10	0	5
37	COC(=O)c1ccc(OC(C)C(=O)c2ccc(C)cc2)cc1 (stereo not drawn)	2	3	26	-14	-6	-4	3	-2	16[fluorescence artefact?]
38	CCNS(=O)(=O)c1ccc(NC(=O)c2ccc(Cn3cc([N+](=O)[O-])cn3)o2)cc1	x	10	-11	x	-1	-1	-2	5	5
39	O=C(Nc1ccccc1-c1ccccc1)c1ccco1	-4	16	-19	-13	x	1	-1	-5	x
40	COc1ccc(S(=O)(=O)C(C#N)c2nc3ccccc3nc2N2CCCC(C)C2)cc1 (stereo not drawn)	-24	15	-4	0	25[fluorescence artefact?]	-2	19	1	-5[fluorescence artefact?]
41	Cc1cc(NC(=O)c2ccc(Br)cc2)nc(C)n1	-5	13	-4	6	-6	1	4	0	3
42	COc1cc(S(=O)(=O)NCC2OCCc3ccccc32)ccc1-n1cnnn1 (stereo not drawn)	x	15	-23	-9	6	-1	4	2	7
43	COC(=O)c1cc(NC(=O)C2CC(=O)NC(=NCc3ccc(OC)cc3)S2)cc(C(=O)OC)c1 (stereo not drawn)	14	5	2	-2	-1	4	-5	4	3
44	NC(=O)c1ccccc1	6	3	-63	-4	0	-1	-2	7	3
45	O=C(CCc1ccccc1)NCc1cccnc1	4	11	-5	1	-1[fluorescence artefact?]	0	-5	-5	-7[fluorescence artefact?]
46	CCOC(=O)c1ccc(N2C(=O)C3ON(c4ccccc4)C(c4ccco4)C3C2=O)cc1 (stereo not drawn)	-6	5	-10	-17	5	-4	0	6	4
47	COc1ccccc1CN(Cc1cc2c(C)ccc(C)c2[nH]c1=O)Cc1nnnn1Cc1ccco1	-17	10	-20	12	4	-1	1	-2	-4
48	CC(C)CCNC(=O)CNC(=O)c1cccs1	-4	4	-11	-1	3	2	-1	0	5
49	CCCC1(C(=O)O)NC(c2ccccc2O)C2C(=O)N(c3cccc(Cl)c3)C(=O)C21 (stereo not drawn)	5	14	0	-3	0	x	0	x	-3[fluorescence artefact?]
50	S=C(NCCc1ccccc1)N1CCN(Cc2ccc(Cl)c(Cl)c2)CC1	0	4	-17	-2	-6[fluorescence artefact?]	0	3	-2	2
51	O=C(OCc1nc2scc(-c3ccccc3)c2c(=O)[nH]1)c1cc(Cl)ccc1[N+](=O)[O-]	3	22	0	-17	-10	0	6	3	5
52	COCCN(C(=O)CNC(=O)c1cccs1)C(C(=O)NC1CCCCC1)c1ccco1 (stereo not drawn)	-4	19	-1	-6	7	-1	4	-3	8
53	CC(C)[C@H](NC(=O)c1ccco1)C(=O)OCC(=O)Nc1cccc(F)c1	-11	3	-5	-9	-9	-2	-4	-7	1
54	Cc1cc(NS(=O)(=O)c2ccc(NC(=O)CCCC(=O)O)cc2)nc(C)n1	10	3	-19	8	11	-1	0	11	0
55	COc1ccc(C(NC(C)=O)c2ccc3cccnc3c2O)c(OC)c1 (stereo not drawn)	-2	9	-9	-65	-5	x	8	x	8[fluorescence artefact?]
